High-throughput results (PubChem BioAssay)
ADAM10 inh = ADAM10 inhibition, QFRET primary screen; inhibition, % at 7 µM; 370,000 tested, 0.62% active; recombinant ADAM10, EDANS/DABCYL FRET peptide cleavage, 3 h; O14672;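 active = inhibition above a per-campaign cutoff equal to the mean of compounds falling between control-based bounds plus 3 SD, cut at about 20% in these data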;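 note: 0% = DMSO wells while the 100% control is not disclosed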
Target sequence (O14672 214-748 limits assumed): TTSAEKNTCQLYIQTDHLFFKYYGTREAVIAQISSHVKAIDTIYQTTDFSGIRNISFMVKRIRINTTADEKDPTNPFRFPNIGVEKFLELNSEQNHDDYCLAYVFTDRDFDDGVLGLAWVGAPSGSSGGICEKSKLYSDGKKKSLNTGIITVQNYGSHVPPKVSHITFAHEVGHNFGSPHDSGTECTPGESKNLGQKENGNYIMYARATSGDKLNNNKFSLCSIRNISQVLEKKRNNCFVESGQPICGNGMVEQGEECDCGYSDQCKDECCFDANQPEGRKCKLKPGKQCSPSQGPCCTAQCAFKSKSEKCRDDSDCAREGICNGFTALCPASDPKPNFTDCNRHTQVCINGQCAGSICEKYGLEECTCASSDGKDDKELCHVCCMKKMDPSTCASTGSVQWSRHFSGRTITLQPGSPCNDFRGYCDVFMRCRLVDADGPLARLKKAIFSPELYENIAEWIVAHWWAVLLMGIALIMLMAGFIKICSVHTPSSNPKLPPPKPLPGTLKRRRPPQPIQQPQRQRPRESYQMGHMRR
PG9 binder = PG9 antibody binding by small molecule | inhibition, % at 6.7 µM | 360,000 tested, 0.43% active | TR-FRET gp120-PG9 antibody binding; in the data active = inhibition above about 8.5%
hgDAF-12 ag = agonists of H. glycines DAF-12 nuclear receptor; HEK293 GAL4-hgDAF12 UAS-luciferase reporter, agonist luminescence; normalized to butyrate control; activation, % at 6.8 µM; 370,000 tested, 1.8% active; AID 687014;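 active = activation above a cutoff set at the mean of all screened compounds plus 3 SD, cut at about 10% in these data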;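 note: 0% = DMSO wells and 100% = sodium butyrate wells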
ADAM17 inh = ADAM17 inhibition, QFRET primary screen | AID 720648 | recombinant ADAM17, EDANS/DABCYL FRET peptide cleavage | P78536 | 370,000 tested, 0.83% active | inhibition, % at 6.95 µM;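 active = inhibition above the mean of compounds lying between control limits plus 3 SD, set per campaign, cut at about 8.5% in these data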;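 note: 0% = DMSO-only wells as the low control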
ssDAF12 agonist = S. stercoralis DAF-12 activation, primary screen; HEK293 ssDAF-12/GRIP1 lit1-tk-luc reporter, luminescence; % of 3 µM dafachronic acid response; activation, % at 6.8 µM; 370,000 tested, 1% active;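 active = activation above the mean over all tested compounds plus 3 SD, cut at about 0.9% in these data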;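 note: 0% = DMSO-only wells and 100% = 3 µM delta7-dafachronic acid wells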
DAX1 inh-1 = inhibits human nuclear receptor DAX1. P51843. HEK293 Gal4-DAX1 luciferase reporter, luminescence. inhibition, % at 6.75 µM. 340,000 tested, 0.99% active. AID 504766;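 active = inhibition above the mean over all tested compounds plus 3 SD, cut at about 4.2% in these data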;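 note: 0% = DAX1-transfected cells with DMSO and 100% = empty-vector control cells with DMSO; inhibition shows as a rise in luminescence from relieved DAX1 repression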
Target sequence (P51843 207-470 limits assumed): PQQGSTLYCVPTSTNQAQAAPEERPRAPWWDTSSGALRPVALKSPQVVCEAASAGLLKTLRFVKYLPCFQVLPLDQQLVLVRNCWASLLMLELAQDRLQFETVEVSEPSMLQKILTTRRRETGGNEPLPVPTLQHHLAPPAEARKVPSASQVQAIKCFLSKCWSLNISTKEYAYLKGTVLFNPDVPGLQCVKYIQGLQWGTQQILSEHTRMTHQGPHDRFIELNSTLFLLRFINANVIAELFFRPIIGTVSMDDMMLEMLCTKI
DAX1 inh-2 = inhibitors of DAX1 repression of SF-1 activated StAR promoter; HEK293T StAR-luciferase reporter, SF-1/DAX-1 repression relief; inhibition, % at 6.8 µM; 370,000 tested, 1.1% active; AID 652010;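 active = inhibition above the mean over all tested compounds plus 3 SD, cut at about 3.6% in these data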;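 note: 0% = DAX-1 cells with DMSO and 100% = cells lacking DAX-1 with DMSO; higher inhibition means more luminescence from relief of DAX-1 repression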
GAA850 FXN act = frataxin GAA850 promoter activation | 360,000 tested, 0.56% active | HEK293 lucGAA850 FXN promoter luciferase reporter, 24 h; percent of 10 µM SAHA response | activation, % at 6 µM;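 active = activation above the average of all compounds screened plus 3 SD, cutoff fixed separately per campaign, cut at about 7.5% in these data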;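 note: 0% = DMSO wells and 100% = 10 µM SAHA wells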
GC-A act = GC-A (human) enzyme activation; HEK293 GC-A cells, cGMP TR-FRET, EC30 ANP; 0% at EC30 ANP, 100% saturating ANP; activation, % at 10 µM; P16066; 370,000 tested, 0.14% active; in the data active = activation above about 40%
SMARCA2 act = SMARCA2 function activation, primary screen; MG213 cells, MMTV-luciferase reporter, dexamethasone, overnight; activation, % at 9.1 µM; 370,000 tested, 1% active; AID 652017; in the data active = activation above about 7.8%;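 note: 0% = vehicle wells and 100% = reference activator wells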
hcDAF-12 act = activators of H. contortus DAF-12 nuclear receptor. HEK293 hcDAF-12 lit1-tk-luc reporter, luminescence; 0% DMSO, 100% Δ7-dafachronic acid. activation, % at 6.8 µM. 370,000 tested, 1.4% active. AID 652067;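 active = activation above the mean of all tested compounds plus 3 SD, cut at about 5.5% in these data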;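 note: 100% = response to 3 µM Δ7-dafachronic acid high control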
Numbers without * were called inactive; i = inactive; · = not tested or not shown.

SMILES | ADAM10 inh | PG9 binder | hgDAF-12 ag | ADAM17 inh | ssDAF12 agonist | DAX1 inh-1 | DAX1 inh-2 | GAA850 FXN act | GC-A act | SMARCA2 act | hcDAF-12 act
Cc1cc(C)n2cc(CSc3ccc(Cl)cc3)nc2n1 | -27 | -2.1 | 0.6 | -11 | -0.8 | 0.5 | -0.4 | 1.5 | 3 | 3 | 1.8
CC(C)(C)c1n[nH]c2c1CCCC2 | -7 | -0.7 | 2.2 | -1 | -1.4 | -0.9 | 0.2 | 2.6 | 3 | 0 | -2.6
CNc1nnc(SCC(=O)N2c3ccccc3NC(=O)CC2C)s1 (stereo not drawn) | -7 | -0.5 | -0.7 | -5 | -1.4 | 0.8 | 0.7 | 3.2 | -2 | -1 | -0.5
CCCn1nc(C(=O)NC2CCCCCC2)c2ccccc2c1=O | -5 | 0.1 | 2.3 | -5 | -1.6 | 0.7 | 0.2 | -2.7 | -2 | -2 | -0.2
CCn1c(=O)c2c(nc(SCC(=O)N3CCC(C)CC3)n2C)n(C)c1=O | 9 | -1.3 | 0.1 | 3 | -1.6 | 2.0 | 0.0 | 3.4 | 0 | 3 | 2.1
COCCSc1ccccc1C(=O)N1CCCC1 | -2 | 0.5 | 1.0 | -1 | -0.8 | -0.2 | 0.0 | -0.5 | 3 | -3 | -0.9
C=CCN1C(=O)CS/C1=N\S(=O)(=O)c1ccc(Cl)cc1 | -10 | -1.4 | -2.2 | -2 | -0.8 | 3.7 | 1.8 | -0.7 | 0 | -3 | -1.2
CN(Cc1nc2ccccc2c(=O)[nH]1)Cc1cc(=O)oc2ccc3ccccc3c12 | -25 | 0.6 | 2.5 | -8 | -1.2 | 0.6 | 0.8 | -0.7 | -1 | -1 | -1.1
CCCCn1nnnc1SCC(=O)Nc1ccc2c(c1)OCCO2 | 3 | -1.5 | -0.4 | -3 | -1.3 | -1.2 | -0.8 | 1.1 | 2 | 1 | -0.8
c1ccc(CNCCN2CCNCC2)nc1 | -6 | -0.7 | -0.5 | -5 | -1.4 | 1.5 | 0.1 | 1.8 | -1 | -4 | -0.6
CCOC(=O)/C=C1\SCC(=O)N1Cc1ccc(Br)cc1 | 3 | -0.4 | -1.4 | 1 | -1.2 | -1.7 | -1.0 | -0.5 | -4 | 0 | -1.7
COc1cc(CN(C)CC2CCCN(CCc3ccc(F)cc3)C2)c(Cl)cc1O (stereo not drawn) | -13 | 1.2 | 0.9 | -4 | 0.4 | 1.8 | -0.3 | 1.2 | 3 | -1 | 3.6
CCn1cc(C(=O)N[C@@H](CCSC)C(=O)NCCN2CCOCC2)c(=O)c2cc3c(cc21)OCO3 | -29 | -0.6 | -0.9 | -11 | 0.0 | 0.0 | 0.2 | 0.6 | 3 | 1 | -1.9
CC(C)(C)NC(=O)C(c1ccco1)N(Cc1ccc2c(c1)OCO2)C(=O)c1snc(C(N)=O)c1N (stereo not drawn) | -24 | -1.6 | -0.8 | -8 | -1.6 | -1.2 | -0.1 | -0.6 | -6 | 0 | 0.1
COc1ccc(N(C(=O)c2ccc(Br)o2)C2C=CS(=O)(=O)C2)c(OC)c1 (stereo not drawn) | 9 | -1.0 | 1.2 | 1 | -1.2 | -0.4 | -0.3 | 2.9 | -13 | 0 | -0.1
OC(c1ccc(Cl)cc1)c1ncc(-c2ccc(Cl)cc2)[nH]1 (stereo not drawn) | 12 | -0.8 | 4.1 | 5 | -1.1 | · | 0.0 | 1.3 | 0 | -2 | -1.2
COc1ccc(NC(=O)c2cc([N+](=O)[O-])nn2Cc2ccccc2)c(C)c1 | 5 | -0.9 | 0.2 | 0 | -1.0 | -0.2 | 1.3 | 1.7 | 1 | 1 | 0.7
COc1cccc(C(=O)OCC(=O)Nc2nnc(-c3ccccc3)o2)c1 | -7 | 1.0 | 3.5 | -4 | -0.7 | 5.3* | 1.4 | -0.9 | 3 | 0 | 0.8
CCCCc1ccc(NC(=O)CSc2nc(=O)n3cc(C)ccc3n2)cc1 | -7 | 2.4 | -0.8 | 0 | -1.7 | -1.0 | -1.0 | 0.5 | -2 | -1 | -1.2
CC1C(=O)N(Cc2cn(Cc3ccco3)nn2)CCS(=O)(=O)N1Cc1ccc(-c2cccnc2)cc1 (stereo not drawn) | -2 | 0.9 | 0.5 | -2 | -1.1 | · | 0.6 | · | 0 | -2 | -2.0
O=C1NC(=Nc2ccccc2)S/C1=C\c1cccnc1 | 17 | -0.9 | -1.1 | 6 | -1.7 | -0.1 | 0.8 | 0.6 | -6 | -5 | -1.3
CCc1nc2c(OCCOc3ccc(F)cc3)cccn2c1N(C)C(=O)C(C)C | -11 | 0.2 | 0.8 | -3 | -1.5 | · | -0.2 | -1.2 | 0 | -3 | -0.9
C[C@@H]1CN([C@@H](C)CO)C(=O)c2cccc(NC(=O)Nc3ccc4c(c3)OCO4)c2O[C@H]1CN(C)S(=O)(=O)c1cn(C)cn1 | -1 | -1.3 | -0.9 | -4 | -1.4 | 0.8 | 0.5 | 2.2 | 3 | 1 | 0.9
CCc1ccc(CN2CCC(C(=O)Nc3ccc(-n4nc(C)cc4C)cc3)CC2)o1 | 5 | -0.7 | -1.7 | 1 | -1.1 | -0.5 | -0.5 | -0.4 | 4 | -3 | -2.6
CC(C)c1ccc(C2=C(O)c3ccccc3C(=O)C2=O)cc1 | 8 | -4.4 | 1.4 | 4 | -0.7 | -1.0 | 0.1 | 2.3 | -1 | 6 | 1.5
COc1ccc(CCN2CC(C(=O)N(C)CC(=O)Nc3ccc(Cl)c(C(F)(F)F)c3)CC2=O)cc1OC (stereo not drawn) | 9 | -0.8 | -2.4 | -1 | -1.4 | -0.4 | -2.0 | -0.7 | 0 | -3 | -2.9
COc1cc(NC(=O)CN2C(=O)C(c3ccccc3)=NC23CCCCCC3)cc(OC)c1 | 30* | -2.6 | -0.9 | 8.7* | -1.6 | -0.2 | -0.2 | 0.6 | 0 | -4 | 2.0
CCc1cc2ccc(C)cc2nc1SCC(=O)Nc1cc(OC)c(OC)cc1C(=O)O | -207 | 1.9 | -2.5 | -60 | -1.6 | -0.8 | 0.0 | 1.8 | -5 | -4 | 0.5
COc1ccc(S(=O)(=O)N2CCN(c3ncccn3)CC2)cc1[N+](=O)[O-] | 1 | 0.1 | 1.1 | -2 | -0.4 | 0.3 | -0.5 | 0.5 | 3 | -4 | 0.6
COc1cc2ccccc2cc1C(=O)Nc1cc(C)ccn1 | -20 | -0.8 | 12* | -11 | 0.5 | 0.3 | 5.3* | 8.4* | -2 | 5 | 6.4*
Fc1ccccc1N1CCN(CC2CCCCC2)CC1 | 3 | 0.9 | -0.4 | -5 | -0.8 | 0.5 | -0.1 | 0.3 | -5 | -2 | 2.0
Clc1ccc2c(c1)c1ccccc1n2CN1CCOCC1 | 5 | -1.1 | -0.1 | 0 | -0.7 | 3.8 | -0.1 | 0.0 | -6 | 0 | -0.9
O=C(CNS(=O)(=O)c1ccc(Cl)s1)N1CCN(c2ccccn2)CC1 | -11 | · | -2.3 | -4 | -1.9 | · | -1.1 | · | -7 | -5 | -2.6
COc1cc(CCC(=O)Oc2ccc(C(C)=O)cc2)cc(OC)c1OC | -4 | -0.1 | 0.0 | 0 | -1.1 | 0.4 | 0.4 | -1.9 | 2 | -2 | -1.1
Cc1ncsc1C(=O)O | -2 | 1.1 | 0.0 | -4 | -1.2 | 0.3 | 0.8 | -0.1 | 3 | -2 | -0.9
COc1ccc(OC)c(NC(=O)COC(=O)CCS(=O)(=O)c2ccc(Cl)cc2)c1 | 11 | -1.6 | -0.6 | 0 | -0.2 | -0.1 | 1.4 | 1.0 | -15 | -3 | -0.6
COC(=O)c1ccc2nc(-c3ccc(C#N)cc3)c(Cc3ccsc3)n2c1 | -131 | -0.6 | 0.3 | -33 | -1.7 | · | -0.7 | · | 11 | 1 | -2.4
C=CCNC(=O)CNS(=O)(=O)c1ccc(F)cc1 | -6 | 0.9 | 7.4 | -3 | -0.9 | -0.3 | 0.9 | -0.4 | 4 | 3 | -0.5
O=C(O)CSc1ccccc1C(=O)O | 3 | -0.9 | 0.3 | 0 | 0.0 | -1.0 | -0.5 | 1.1 | 1 | 1 | 1.3
Cc1cccc(Cn2c(N3CCN(C)CC3)nc3c2c(=O)n(C)c(=O)n3C)c1 | 1 | -0.7 | -1.6 | -3 | -1.7 | -1.4 | -0.3 | 1.0 | -8 | -2 | 0.5
CCOC(=O)N1CCN(C(=O)/C(=C\c2cccs2)NC(=O)c2cccs2)CC1 | 10 | 0.1 | -4.7 | 3 | -1.3 | -0.4 | -0.1 | 1.5 | 3 | -1 | -1.5
CCN(Cc1ccccc1)C(=O)c1oc2ccc(C)cc2c1C | 0 | -1.7 | -0.3 | 0 | -1.0 | 1.6 | 0.7 | 2.0 | -4 | 0 | -2.7
Cc1nnc(SCC(=O)N2CCN(S(=O)(=O)c3ccccc3)CC2)s1 | 3 | -0.3 | -3.1 | 0 | -0.6 | -0.4 | 0.4 | 0.5 | -2 | -1 | -1.1
CC(C)(C)c1ccc(-c2n[nH]c(=S)n2-c2ccccc2)cc1 | 5 | 0.9 | 0.7 | 0 | -1.4 | 1.2 | -0.2 | 1.0 | -1 | 1 | 0.2
CC1CCN(c2nc3nonc3nc2N2CCC(C)CC2)CC1 | 8 | -0.6 | 2.3 | -2 | -0.6 | 0.9 | -0.4 | 0.5 | -4 | 3 | -1.1

No new results follow: an excerpt of the list.
SMILES | ADAM10 inh | PG9 binder | hgDAF-12 ag | ADAM17 inh | ssDAF12 agonist | DAX1 inh-1 | DAX1 inh-2 | GAA850 FXN act | GC-A act | SMARCA2 act | hcDAF-12 act
COCCSc1ccccc1C(=O)N1CCCC1 | -2 | 0.5 | 1.0 | -1 | -0.8 | -0.2 | 0.0 | -0.5 | 3 | -3 | -0.9
C=CCN1C(=O)CS/C1=N\S(=O)(=O)c1ccc(Cl)cc1 | -10 | -1.4 | -2.2 | -2 | -0.8 | 3.7 | 1.8 | -0.7 | 0 | -3 | -1.2

Further structures follow.
SMILES | ADAM10 inh | PG9 binder | hgDAF-12 ag | ADAM17 inh | ssDAF12 agonist | DAX1 inh-1 | DAX1 inh-2 | GAA850 FXN act | GC-A act | SMARCA2 act | hcDAF-12 act
O=C1NC[C@@H](Cc2cccc3ccccc23)N(CC2(c3ccccc3)CC2)C1=O | 7 | -1.8 | -2.6 | 3 | -2.2 | -1.4 | -1.0 | 1.9 | -7 | -1 | -3.3
COCc1cc(C)nc(SCC[N+](C)(C)CC(=O)Nc2ccccc2)c1C#N | 4 | -0.3 | 3.3 | -3 | -1.6 | -0.2 | -0.8 | -2.6 | 10 | 2 | -0.5
Cc1ccc(-c2cn3cccnc3n2)cc1NC(=O)c1cccs1 | i | 1.1 | -2.1 | i | -1.4 | -0.6 | -0.3 | 1.0 | 4 | 0 | -0.2
CCOC(=O)N1CCC(N(CCN(C)C)C(=S)Nc2ccccc2Cl)CC1 | -6 | 0.0 | -1.2 | -5 | -1.0 | -0.7 | 0.4 | 0.5 | 3 | -3 | -0.1
CCOC(=O)c1ccoc1CN1CCN(S(=O)(=O)c2ccc(C)c(C)c2)CC1 | 5 | 0.0 | -1.9 | 0 | -1.0 | -0.2 | 0.7 | -0.7 | 0 | 4 | -2.1
CN(CCN1CCOCC1)Cc1nc(-c2ccccc2)no1 | -2 | -0.5 | 3.9 | -1 | -0.6 | 1.6 | 0.3 | 2.8 | 2 | -1 | -1.4
